EPAC2 ag = agonists of human EPAC2 (RAPGEF4) | EPAC2 activation, biochemical qHTS; response scale: 100% = 6.5 mM cAMP response | Potency, µM (highest dose often 154 µM), for the others: at the highest dose activation, usual class: activators | hit rate 0.079% among 360,000 | AID 720711; also: potency is read from the fitted curve at half-maximal effect; nearly all actives have a fitted effect of over 50% in size
Target sequence (Q8WZA2 whole entry, looked up): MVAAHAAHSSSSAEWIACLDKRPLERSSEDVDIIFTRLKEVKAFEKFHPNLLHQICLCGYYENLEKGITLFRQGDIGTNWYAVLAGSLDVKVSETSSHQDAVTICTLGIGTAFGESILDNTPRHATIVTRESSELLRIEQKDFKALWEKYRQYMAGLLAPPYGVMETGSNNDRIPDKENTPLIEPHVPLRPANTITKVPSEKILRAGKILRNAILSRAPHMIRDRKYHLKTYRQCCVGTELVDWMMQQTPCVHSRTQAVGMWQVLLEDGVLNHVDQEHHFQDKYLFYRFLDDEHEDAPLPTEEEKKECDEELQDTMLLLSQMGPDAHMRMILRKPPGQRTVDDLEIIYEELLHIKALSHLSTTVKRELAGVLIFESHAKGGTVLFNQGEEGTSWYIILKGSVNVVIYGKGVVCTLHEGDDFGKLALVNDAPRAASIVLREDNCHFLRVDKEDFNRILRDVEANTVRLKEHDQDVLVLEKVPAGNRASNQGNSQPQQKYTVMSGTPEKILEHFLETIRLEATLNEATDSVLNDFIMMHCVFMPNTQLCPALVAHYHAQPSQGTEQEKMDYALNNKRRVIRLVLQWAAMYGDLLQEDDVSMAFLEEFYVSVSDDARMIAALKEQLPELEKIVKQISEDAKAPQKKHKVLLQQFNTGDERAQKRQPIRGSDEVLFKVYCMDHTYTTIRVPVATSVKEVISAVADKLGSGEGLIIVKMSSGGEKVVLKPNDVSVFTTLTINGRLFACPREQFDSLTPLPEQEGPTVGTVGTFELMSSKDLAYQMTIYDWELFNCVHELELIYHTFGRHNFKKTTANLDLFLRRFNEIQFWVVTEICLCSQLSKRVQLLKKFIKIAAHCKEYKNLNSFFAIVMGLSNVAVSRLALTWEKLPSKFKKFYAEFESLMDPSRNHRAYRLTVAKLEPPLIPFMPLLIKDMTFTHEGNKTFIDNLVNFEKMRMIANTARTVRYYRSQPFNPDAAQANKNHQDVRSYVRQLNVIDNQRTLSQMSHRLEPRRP
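Compounds were titrated in qHTS against a Rap1B-BODIPY-GDP (250 nM) complex with EPAC2 (100 nM) and GDP (50 uM). BODIPY-GDP release tracked at 480/540 nm over 30 min at room temperature, normalized to 6.5 mM cAMP.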
EPAC2 antag = EPAC2 (human) antagonism | EPAC2 GEF exchange of Rap1B-BODIPY-GDP, fluorescence | Q8WZA2 | Potency, µM (doses to about 114 µM), without a hit: at the top dose activity, negative = inhibition, most hits filed as inhibitors | hit rate 0.18% among 360,000; also: potency is read from the fitted curve at half-maximal effect; % is scaled to controls: 0 for no effect and ±100 for the full control effect; nearly all actives have a fitted effect of over 45% in size; many of its hits are not listed in these tables
TGFb inhibitor = TGF-b pathway inhibition; HepG2 CAGA-GFP TGF-b/SMAD3 reporter, GFP fluorescence, 18 h; TGF-beta stimulated, 500 pg/mL final; Potency, µM (titrated, usually from 46.1 µM), without a hit: top-dose activity, negative = inhibition, usual class: inhibitors; hit rate 1.2% among 410,000; also: potency is read from the fitted curve at half-maximal effect; % is scaled to controls: 0 for no effect and ±100 for the full control effect; nearly all actives have a fitted effect of over 65% in size
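Using HEPG2 CAGA-GFP reporter cells at 1000 cells/well, we pinned test compounds, stimulated with recombinant TGF-beta (500 pg/mL final) and measured total well GFP after 18 h.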
Akt phos inh = Akt phosphorylation inhibition. Neuro2A IGF-stimulated pAkt S473 HTRF, 20 min; active compounds read low. activity change, % for hits at 50 µM. hit rate 0.32% among 360,000. AID 651550; in the data active = activity change below about -80%; inconclusive = mostly about -51% to -80%; also: % is scaled to controls: 0 for no effect and ±100 for the full control effect
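Neuro2A cells (4,500/well, DMEM with 0.5% FBS) were treated with compound at a single 50 µM final concentration, stimulated with 6 nM IGF for 20 min at 37 °C, and lysed. Phospho-Akt Ser473 was read by HTRF as 665/615 ratio ×10^4.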
CCT modulator = changes cytosolic chaperonin activity; purified chaperonin ATPase assay, HTRF ADP detection, 30 min; activity change, % (test concentration not listed), hits read low; hit rate 0.3% among 360,000; AID 651819; in the data active = activity change below about -30%; also: % is scaled to controls: 0 for no effect and ±100 for the full control effect
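We incubate TRiC, 40 or 20 nM final, with library compounds at 76 uM and 10 uM ATP for 30 min at 37 °C. ADP formed is detected with Transcreener HTRF reagents after 30 min at room temperature.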
A549 viability = kills or reduces viability of A549 cells in Nrf2 counter-screen | A549 ARE-Fluc cells, CellTiter-Fluor viability, 18-24 h | Potency, µM (titrated, usually from 46 µM), without a hit: at the highest dose activity change, negative = cytotoxicity, most hits filed as inhibitors | hit rate 0.16% among 390,000 | AID 504648; also: potency is read from the fitted curve at half-maximal effect; % is scaled to controls: 0 for no effect and ±100 for the full control effect
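Cytotoxicity counterscreen: CellTiter-Fluor fluorescence was measured in A549 ARE_Fluc cells after 18-24 h of compound exposure in a concentration series. The subsequent BugLite luminescent read reports ARE-luciferase activity.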
Nrf2 ARE act = activates Nrf2 signaling; AREc32 ARE-luciferase reporter (MCF7-derived line), luminescence, 24 h; Potency, µM (doses to about 46.1 µM), without a hit: at the highest dose activation, actives largely listed as activators; AID 624171; hit rate 0.31% among 410,000; also: potency is read from the fitted curve at half-maximal effect; % of control where 0% means no effect; nearly all actives have a fitted effect of over 65% in size
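Luciferase luminescence (Steady-Glo, 30 min at room temperature) served as the read-out of ARE activation in AREc32 cells treated with compounds for 24 hr at 37 deg C.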
Mm-Cpn inhibitor = inhibitors of Methanococcus maripaludis chaperonin (MmCpn). Potency, µM (highest dose often 76.9 µM), for the others: at the top dose activity, negative = inhibition, usual class: inhibitors. AID 504842. purified Mm-Cpn ATPase, ADP Transcreener TR-FRET. hit rate 0.031% among 330,000; also: potency is read from the fitted curve at half-maximal effect; % is scaled to controls: 0 for no effect and ±100 for the full control effect; nearly all actives have a fitted effect of over 80% in size
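Purified archaeal Mm-CPN (25nM final) preincubated 10 min at 37degC with compound, then 10uM ATP for 30 min at 37degC; ADP measured by HTRF Transcreener TR-FRET; buffer 30 mM TRIS pH 7.4, 100mM KCl, 5mM MgCl2, 1mM DTT.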
Nrf2 block = inhibitors of Nrf2 signaling; A549 ARE-Fluc reporter, luciferase luminescence, 18-24 h; Potency, µM (titrated, usually from 46 µM), for inactives: at the highest dose activity change, negative = inhibition, usual class: inhibitors; hit rate 2.1% among 360,000; AID 504444; also: potency is read from the fitted curve at half-maximal effect; % is scaled to controls: 0 for no effect and ±100 for the full control effect; nearly all actives have a fitted effect of over 60% in size
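Concentration-response testing used A549 ARE_Fluc cells at 5000 cells/well. Following an 18-24 h compound incubation, viability was read by fluorescence (Ex 405/Em 525) and luciferase output by luminescence.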
Active calls of the source: *; i = inactive; ? = inconclusive; nt = no result given; [ ] = remark or other dose. Unless noted, calls follow the shape of the dose curve; as a rule, active = well fitted curve in the direction sought with a large enough effect; inconclusive = small, poorly fitted or top-dose-only effect, or another doubt; inactive = no such curve, though single readings can be large; an effect the other way counts as inactive or inconclusive. Not all compounds are listed; the hit share may differ from the screen's.

Results follow in this order: EPAC2 ag	Nrf2 ARE act	Mm-Cpn inhibitor	Akt phos inh	CCT modulator	TGFb inhibitor	EPAC2 antag	Nrf2 block	A549 viability
#1 CC1(C)CC2CC(C)(CN2C(=O)CN2C(=O)c3ccccc3C2=O)C1 (stereo not given)
  -6.7%	6.9%	-1.2%	i	-1.8	14.2%	7.3%	12.3%	0.5%
#2 COc1cc(C(=O)Nc2ccc(C(=O)c3ccncc3)cc2)cc(OC)c1OC
  -6.8%	0.7%	nt	i	-6.5	-4.0%	-9.5%	nt	nt
#3 CCOC(=O)CC(NC(=O)Cn1nnc(-c2ccccc2C)n1)c1ccc(OC)cc1 (stereo not given)
  nt	0.6%	-2.0%	nt	nt	-1.1%	nt	-9.5%	-6.4%
#4 Cn1ccc2c(/C=C/c3ccc(F)cc3)cc3c(c21)C1CCC3O1 (stereo not given)
  7.9%	3.7%	nt	i	-2.1	?	-16.1%	nt	nt
#5 Cc1nc2c(C(=O)NCc3ccc4c(c3)OCO4)cnn2c(C)c1Cc1ccc(F)cc1Cl
  6.6%	-0.1%	-0.1%	i	1.1	-0.2%	2.1%	?	0.0%
#6 CN(CC(=O)Nc1ccc(Cl)cc1)C(=O)c1ccc(S(=O)(=O)Nc2ccccc2)cc1
  6.5%	0.2%	1.5%	i	-1.1	-37.6%	-4.2%	?	?
#7 COc1ccc(N(CCC#N)C(=O)/C(C#N)=C/c2cccs2)cc1
  4.3%	8.5%	0.3%	i	1.7	6.2%	9.1%	-4.7%	-3.4%
#8 Cc1nc(SCC(=O)NCC2CCCO2)c2c(C)c(C)sc2n1 (stereo not given)
  -7.0%	-0.7%	0.6%	i	-6.2	3.9%	1.5%	3.5%	0.8%
#9 COc1ccc2cc(C)c3nnc(SCC(=O)Nc4nc(-c5ccc(F)cc5)cs4)n3c2c1
  -8.0%	2.2%	0.0%	i	-0.7	?	6.9%	5.8%	3.4%
#10 O=[N+]([O-])c1cc(C(F)(F)F)cc([N+](=O)[O-])c1NCCNC(=S)Nc1ccc(Cl)c(Cl)c1
  4.8%	3.9%	0.1%	i	1.4	11.2µM*	-6.2%	?	?
#11 COC(=O)[C@H](c1ccccc1Cl)N1CCc2sccc2C1
  14.6%	0.1%	0.7%	i	-0.7	11.9%	?	-1.4%	2.9%
#12 CCCC(C)NC(=O)COC(=O)c1ccccc1SCC(=O)NC(C)CCC (stereo not given)
  -1.6%	-0.3%	0.9%	i	-1.9	-0.3%	5.4%	0.0%	-2.2%
#13 O=C(N/N=C/c1cccc(OC(=O)c2ccc3c(c2)OCO3)c1)c1cncc(Br)c1
  9.3%	2.2%	3.9%	i	-1.0	0.1%	-1.4%	-0.3%	-11.2%
#14 CCN1/C(=C/C=C2/SC(=Nc3cccc4ncccc34)N(C)C2=O)Sc2ccccc21
  ?	-0.5%	nt	i	0.7	-31.8%	1.9%	?	-10.4%
#15 CCc1nnc(SC(CC)C(=O)Nc2cc(C)ccc2C)c2cc3occc3n12 (stereo not given)
  nt	-0.2%	nt	nt	nt	0.4%	nt	?	4.9%
#16 Cc1ccccc1N=C1NC(=O)/C(=C/c2cccn2-c2cccc(C(=O)O)c2)S1
  -4.0%	0.0%	0.9%	i	0.7	-4.5%	?	-4.4%	?
#17 COc1ccccc1C1C(C(=O)NCc2ccccc2)=C(C)Nc2ncnn21 (stereo not given)
  6.5%	2.7%	-2.0%	i	1.4	-32.3%	3.1%	-9.8%	-6.6%
#18 CCn1c2ccccc2c2cc(/C=N/NC(=O)c3cccc(C)c3)ccc21
  -1.7%	0.1%	1.7%	i	-3.4	-8.0%	0.7%	-13.4%	-13.1%
#19 O=C(COc1ccc(F)cc1)OCc1cc(=O)n2nc(C3CC3)sc2n1
  nt	0.2%	nt	nt	nt	-9.9%	nt	?	1.0%
#20 CC(C)c1ccc(NC(=O)N2CCc3nc(NCc4cccc(Oc5ccccc5)c4)ncc3C2)cc1
  2.1%	-1.0%	nt	i	-1.2	-18.1%	-7.7%	nt	nt
#21 O=C(O)Cc1ccc(S(=O)(=O)N2CCCC2)s1
  3.1%	0.2%	-1.5%	i	0.3	-13.0%	-6.9%	5.9%	2.7%
#22 CCN(CC)CCNC(=O)c1ccc(-c2nc(CS(=O)(=O)c3ccc(C)cc3)c(C)o2)cc1
  nt	-1.0%	nt	nt	nt	-10.4%	nt	5.6%	11.2%
#23 CCn1c(-c2c[nH]c3ccccc23)n[nH]c1=S
  9.4%	-0.4%	-0.7%	i	-3.7	3.2%	4.6%	-6.7%	1.5%
#24 COc1cc(OC)cc(C2=Cc3ccc(OC)cc3C(CC(C)=O)N2c2ccc(C#CC3(O)CCCCC3)cc2)c1 (stereo not given)
  10.7%	6.2%	nt	i	1.3	nt	2.1%	nt	nt
#25 CCN1CCN(C(=O)c2cccc(OC3CCN(S(C)(=O)=O)CC3)c2)[C@@H](C)C1=O
  6.9%	-0.1%	-1.1%	i	-1.3	-7.1%	17.8%	2.1%	-3.4%
#26 COc1ccc(Cn2c(C(=O)O)c(CNC3CCCCC3)c3ccc(C)cc32)cc1
  nt	4.1%	nt	nt	nt	2.3%	nt	-11.9%	?
#27 Cc1ccc(C)c(C2=NNC(=NCc3ccccc3)SC2)c1
  4.0%	-0.2%	-0.8%	i	3.6	-6.1%	-5.3%	?	-16.3%
#28 Cc1ccc(C2=NN(CCC(=O)NC3CCCC3)C(=O)CC2)cc1
  3.1%	-0.4%	2.5%	i	-2.8	1.4%	13.5%	4.0%	10.6%
#29 COc1ccc(NC(=O)N2CCCC(c3ccccc3)C2)cc1 (stereo not given)
  7.5%	0.0%	2.4%	i	-1.2	-10.3%	-10.1%	3.6%	0.0%
#30 Cc1c(C#N)c2ccccc2n1CCOc1ccccc1F
  13.4%	3.9%	-0.9%	i	-1.2	?	1.6%	23.1µM*	-2.1%
#31 CCOc1cc2c(cc1/C=C/c1noc(C)c1[N+](=O)[O-])OC(C)C2 (stereo not given)
  -47.7%[inhibitor]	0.5%	-0.7%	i	-0.1	1.0%	?	-10.1%	0.7%
#32 COc1cccc2c1O/C(=N\O)C(C(=O)Nc1ccc(C)cc1)C2 (stereo not given)
  -3.9%	3.0%	0.6%	i	-1.8	-21.8%	-1.4%	0.0%	-10.5%
#33 CC1CCCN(C(=O)c2ccc3ncsc3c2)C1 (stereo not given)
  6.1%	0.0%	2.1%	i	-3.3	-14.5%	-3.1%	1.4%	-0.2%
#34 CC(=C/c1ccccc1)/C=N/NC(=O)c1cccs1
  5.2%	13.8%	3.3%	i	1.5	-16.9%	-0.1%	?	-3.0%
#35 O=C(O)C1C2C=CC(O2)C1C(=O)NCc1ccc2c(c1)OCO2 (stereo not given)
  -4.3%	-0.9%	-0.5%	i	0.5	-1.6%	2.9%	-4.8%	-4.3%
#36 CCOC(=O)N1CCN(C(=O)CCCn2nnnc2CN2CCC(C)CC2)CC1
  -4.1%	-0.1%	-0.1%	i	1.4	0.0%	2.0%	-1.3%	3.5%
#37 Cc1cc(N2CCC(C)CC2)nc2ccc(NC(=O)Cc3ccccc3Br)cc12
  nt	0.0%	nt	nt	nt	?	nt	7.4%[9.27 µM]	1.3%
#38 CCCc1ccc(OCC(=O)NNC(=O)c2cccnc2)cc1
  -8.2%	-0.9%	0.6%	i	0.6	-0.1%	2.1%	11.2%	-1.0%
#39 COc1cc(S(=O)(=O)N2CCOCC2)cc(C(=O)c2nccn2C)c1OC
  -0.8%	-0.2%	0.0%	i	-3.2	-7.1%	1.8%	14.7%	-2.2%
#40 Cc1ccc(OCCn2nnc3sc4c(c3c2=O)CCC(C)C4)cc1 (stereo not given)
  nt	-0.8%	nt	nt	nt	-24.8%	nt	14.5%	8.5%
#41 COc1cc(OC)c2c(C)c(CC(=O)N3CCCCC3)c(=O)oc2c1
  nt	-0.1%	nt	nt	nt	-1.1%	nt	3.0%	-11.6%
#42 O=C(C1CCCN(S(=O)(=O)c2ccc(Br)s2)C1)N1CCN(c2cccc(Cl)c2)CC1 (stereo not given)
  nt	0.7%	nt	nt	nt	-27.3%	nt	-26.3%	-5.1%
#43 CC1CCCCC1NC(=O)CSc1nnc(CNC(=O)c2ccccc2)n1C (stereo not given)
  8.5%	-0.9%	0.5%	i	-4.1	-2.1%	11.3%	3.4%	2.0%
#44 Cc1ccc(-c2cc(C(=O)N/N=C/c3cccnc3)n[nH]2)o1
  3.7%	-0.6%	0.9%	i	0.1	-16.2%	7.0%	-31.9%	1.3%
#45 CNS(=O)(=O)c1ccc(C)c(S(=O)(=O)NC)c1
  3.0%	0.2%	2.4%	i	-0.3	3.3%	-20.4%	-20.5%	-1.5%
#46 Cc1n[nH]c(C)c1S(=O)(=O)N(C)Cc1ccco1
  8.8%	0.2%	1.2%	i	-0.4	1.4%	9.8%	-3.4%	-4.6%
#47 Cc1ccc(N2CCN(S(=O)(=O)N(C)C)CC2)cc1Cl
  6.1%	-0.4%	-1.3%	i	-0.4	5.9%	-4.4%	11.1%	-3.0%
#48 C=CCN(CC=C)CCOc1ccc(OC(C)C)cc1
  2.6%	-0.7%	-9.0%	i	-1.7	5.8%	18.9%	?	-2.0%
#49 CCOc1cccc(SCc2noc(C(=O)NCC3CCCO3)c2C(=O)O)c1 (stereo not given)
  4.7%	-0.5%	-3.8%	i	0.1	18.3%	0.1%	-5.4%	-2.1%
#50 Cc1c(C(=O)N2CCC(C)CC2)oc2ccc(S(=O)(=O)N3CCC4(CC3)OCCO4)cc12
  3.4%	-0.1%	-1.8%	i	-15.1	-2.3%	-3.2%	20.6µM*	17.7%
